Source: PubChem BioAssay
Avidin bead fluor: avidin bead compound fluorescence profile; Avidin beads, compound fluorescence 488/530 nm, flow cytometry; active compounds read high; fluorescence (KMESF) at 10 µM; 0.38% of 220,000 active; in the data active = fluorescence above about 47; also: inactives centre near 10
Rab2A wt mod: changes GTP binding to wildtype dog Rab2A, up or down | P61105 | GTP binding activity, % at 10 µM | GST-Rab2 wt beads, Bodipy-GTP binding, flow cytometry | 0.19% of 190,000 active;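 active = GTP binding activity at least 20 points away from 100%, either lowered or raised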;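 also: 0% = beads with excess unlabeled GTP and 100% = no-compound control corrected for plate trend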
Rac1 wt modul: modulators of human Rac1 wildtype GTP binding. GST-Rac1 beads, fluorescent GTP binding, flow cytometry; actives lie on both sides; 0 = cold GTP competed, 100 = untreated. 0.27% of 190,000 active. GTP binding activity (% of control), % at 10 µM;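 active = GTP binding activity at least 20 points away from the 100% control level, either lower or higher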
GSH bead fluor: compound fluoresces at 488/530 nm on GSH beads | GSH beads flow cytometry, compound fluorescence 488/530 nm; active compounds read high | fluorescence (KMESF) at 10 µM | 0.25% of 190,000 active | AID 1776; in the data active = fluorescence above about 89;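 also: glutathione beads carrying GST-tagged Bcl family fusion proteins plus one bare bead set; values are compound well signal with DMSO vehicle wells as background; inactives centre near 16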
Rab7 wt modul: modulators of GTP binding to dog Rab7 wildtype GTPase. GST-Rab7 beads, fluorescent GTP binding, flow cytometry; actives lie on both sides; untreated = 100%, excess cold GTP = 0%. GTP binding activity (percent of control), % at 10 µM. 0.055% of 190,000 active;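 active = fluorescent GTP binding to Rab7 beads changed by at least 20 points from the 100% baseline, either direction, mostly lower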;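 also: median green fluorescence of bound Bodipy-FL-GTP per Rab7 bead population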
Cdc42 wt GTP: human Cdc42 wildtype GTP binding change, either direction; GST-Cdc42 beads, Bodipy-GTP binding, flow cytometry; actives lie on both sides; P60953; 0.2% of 190,000 active; percent activity (GTP binding), % at 10 µM;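 active = percent activity GTP binding at least 20 points away from the 100% baseline, either down as inhibitor or up as activator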;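 also: median bead fluorescence of bound Bodipy-FL-GTP at 100 nM; 0% = excess unlabeled GTP control and 100% = no compound control; below 100% means less GTP binding so inhibitor and above means activator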
Target sequence (P60953 whole entry, looked up): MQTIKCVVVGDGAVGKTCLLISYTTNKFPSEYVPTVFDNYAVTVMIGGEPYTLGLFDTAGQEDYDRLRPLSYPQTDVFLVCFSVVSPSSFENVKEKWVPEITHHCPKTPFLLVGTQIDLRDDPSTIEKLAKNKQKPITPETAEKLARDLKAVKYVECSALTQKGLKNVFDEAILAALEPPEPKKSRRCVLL
Mcl1 Noxa PPI: Mcl-1/Noxa interaction inhibition. Q07820. TR-FRET Mcl-1/Noxa peptide binding, 2 h. inhibition, % at 21.7 µM. 1.5% of 220,000 active;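 active = compounds that cut the protein-peptide binding signal by more than 50% relative to plate controls in a single-dose test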;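 also: His-tagged Mcl-1 with rhodamine Noxa BH3 peptide and terbium anti-His antibody; 0% = Mcl-1 plus Noxa peptide wells and 100% = peptide-only wells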
Target sequence (Q07820 whole entry, looked up): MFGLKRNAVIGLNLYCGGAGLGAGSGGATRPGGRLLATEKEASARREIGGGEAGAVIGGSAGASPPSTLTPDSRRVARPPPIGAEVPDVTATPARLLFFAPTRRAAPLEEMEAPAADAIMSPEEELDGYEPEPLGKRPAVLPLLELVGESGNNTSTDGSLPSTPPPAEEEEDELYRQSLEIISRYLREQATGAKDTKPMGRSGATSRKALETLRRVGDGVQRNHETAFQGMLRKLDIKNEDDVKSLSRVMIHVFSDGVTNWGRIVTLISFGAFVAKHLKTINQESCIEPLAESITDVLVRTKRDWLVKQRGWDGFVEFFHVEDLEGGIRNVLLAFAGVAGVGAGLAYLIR
HRas wt GTP: human HRas wildtype GTP binding, change in either direction. 0.14% of 190,000 active. GST-Ras wt beads, Bodipy-FL-GTP binding, flow cytometry; actives lie on both sides. P01112. GTP binding activity, % at 10 µM;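 active = GTP binding activity at least 20% away from the 100% baseline, either lowered as inhibitor or raised as activator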;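 also: 0% = unlabeled GTP competition control and 100% = no-compound control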
Target sequence (P01112 whole entry, looked up): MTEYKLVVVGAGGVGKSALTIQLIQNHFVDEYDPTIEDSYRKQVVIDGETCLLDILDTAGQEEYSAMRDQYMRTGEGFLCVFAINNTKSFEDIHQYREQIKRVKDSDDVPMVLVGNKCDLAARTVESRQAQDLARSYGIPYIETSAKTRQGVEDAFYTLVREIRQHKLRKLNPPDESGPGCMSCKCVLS
Mcl1 Bid PPI: disrupts binding of human Mcl-1 to Bid peptide; TR-FRET Mcl-1/Bid-Dy647 peptide binding, 1536-well; Q07820; 0.97% of 220,000 active; AID 1021; inhibition, % at 21.7 µM;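 active = compounds that cut the binding signal by more than half at the single screening dose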;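 also: His-tagged Mcl-1 with europium anti-His antibody binding Bid BH3 peptide; 0% = Mcl-1 plus peptide wells and 100% = peptide-only wells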
Pf gamet viab: P. falciparum stage V gametocyte viability inhibition. 0.065% of 150,000 active. P. falciparum stage V gametocytes, ATP luminescence, 24 h. inhibition, % at 10.9 µM. AID 743093;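 active = inhibition above the mean plus 3 SD of compounds within the control limits, set per campaign, cut at about 38% in these data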;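 also: 0% = DMSO wells and 100% = medium only without gametocytes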
Rac1 mut GTP: modulators of GTP binding to human Rac1 activated mutant; percent activity (GTP binding), % at 10 µM; AID 764; P63000; GST-Rac1 activated beads, fluorescent GTP binding, flow cytometry; actives lie on both sides; 100% means binding = to untreated wells; 0.11% of 190,000 active;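 active = GTP binding at least 20 percentage points away from the 100% baseline, in either direction, so actives lie on both sides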
* hit, by the source's call; nt = not tested or not shown.

[1] C/C(=N\NC(=O)c1cc(-c2ccccn2)nc2ccccc12)c1cccc([N+](=O)[O-])c1
[2] Cc1cc(=O)n2nc(N3CCCC(C(=O)N4CCOCC4)C3)sc2n1 (stereo not given)
[3] CCOC(=O)CC1=NC(=O)CS1
[4] Cc1ccc(NC(=O)CSc2nnc(COc3ccc(C#N)cc3)n2-c2ccccc2)cc1C
[5] COc1cc(/C=N/Nc2nc(N3CCCC3)nc(N3CCCC3)n2)ccc1O
[6] Cc1ccc(C(C)C)c(OCCNC(=S)Nc2cccc3ccccc23)c1

Assay by compound	1	2	3	4	5	6
Avidin bead fluor	5	33	23	9	45	7
Rab2A wt mod	95	101	95	97	98	96
Rac1 wt modul	97	103	96	90	105	96
GSH bead fluor	20	25	10	10	19	35
Rab7 wt modul	99	105	91	98	97	97
Cdc42 wt GTP	95	102	96	92	101	95
Mcl1 Noxa PPI	-1	10	-24	16	29	15
HRas wt GTP	94	101	95	96	99	96
Mcl1 Bid PPI	-22	-14	-73	22	-52	-21
Pf gamet viab	nt	nt	nt	3	nt	nt
Rac1 mut GTP	94	99	93	92	100	94

[7] Cc1ccc(CN2CCN(Cc3ccc(OC(C)C)cc3)CC2CCO)o1 (stereo not given)
[8] COc1ccc(-c2[nH]ncc2CN(C)CCN2CCOCC2)cc1F
[9] C=CCN(c1ccc(C(=O)Nc2cccc([N+](=O)[O-])c2)cc1)S(C)(=O)=O
[10] COC(=O)c1ccccc1NC(=O)c1cc(C2CC2)on1
[11] O=C(O)C1CC(=O)N(CCc2ccccc2)C1 (stereo not given)
[12] COc1ccc(-c2noc(CCC(=O)NCCCN3CCC(Cc4ccccc4)CC3)n2)cc1

Assay by compound	7	8	9	10	11	12
Avidin bead fluor	11	-2	3	7	18	4
Rab2A wt mod	97	97	100	103	102	102
Rac1 wt modul	98	97	100	104	101	104
GSH bead fluor	19	15	9	25	14	31
Rab7 wt modul	101	94	104	100	104	101
Cdc42 wt GTP	99	97	99	103	102	104
Mcl1 Noxa PPI	10	5	11	17	17	7
HRas wt GTP	97	97	99	102	104	101
Mcl1 Bid PPI	-52	-50	-25	-15	-13	-10
Pf gamet viab	-27	-32	nt	nt	nt	nt
Rac1 mut GTP	99	93	96	100	97	100

[13] CN(Cc1cccs1)C(=O)Cc1csc(-c2ccccc2)n1
[14] Cc1ccc2c(c1)nnn2C1CCN(CC(=O)NCCc2nc3ccccc3[nH]2)CC1
[15] CCn1ccnc1[C@@H]1C[C@H]2CN(Cc3ccccc3OC)C(=O)[C@]23CCCN13
[16] CC1CCN(c2cc(N3CCOCC3)c([N+](=O)[O-])cc2F)CC1
[17] CC(CCc1ccccc1)NC(=O)CN1C(=O)NC2(CCCCC2)C1=O (stereo not given)
[18] O=C(COc1ccccc1[N+](=O)[O-])Nc1ccccc1N1CCCC1

Assay by compound	13	14	15	16	17	18
Avidin bead fluor	8	10	9	14	11	12
Rab2A wt mod	98	103	96	94	96	98
Rac1 wt modul	97	112	97	93	97	100
GSH bead fluor	12	13	10	9	9	18
Rab7 wt modul	97	107	103	89	93	104
Cdc42 wt GTP	98	103	92	93	101	97
Mcl1 Noxa PPI	35	2	1	12	6	14
HRas wt GTP	96	102	96	95	96	100
Mcl1 Bid PPI	3	-30	-21	4	-13	-61
Pf gamet viab	-14	nt	10	nt	-11	-34
Rac1 mut GTP	94	99	93	94	96	95

[19] CCOc1ccc(/C=N/NC(=O)c2cc(-c3ccco3)nc3ccccc23)cc1
[20] COc1cccc(CSc2nnnn2-c2ccc(O)cc2)c1
[21] Cc1cccc(NC(=O)Cc2nnc(NC(=O)Nc3ccccc3F)s2)c1
[22] C=CCN(CC(=O)NCC1CCCO1)C(=O)CCC(=O)Nc1cc(C)on1 (stereo not given)
[23] COc1ccc(CCNC(=O)CCS(=O)(=O)c2ccc(C)cc2)cc1OC
[24] CCCN(CCC)c1nc2ccccc2nc1C(C#N)C(=O)OCCOC (stereo not given)

Assay by compound	19	20	21	22	23	24
Avidin bead fluor	1	12	11	42	27	2
Rab2A wt mod	97	96	101	100	101	100
Rac1 wt modul	102	99	99	103	106	111
GSH bead fluor	7	13	27	23	23	45
Rab7 wt modul	98	104	102	98	101	103
Cdc42 wt GTP	98	94	98	98	103	101
Mcl1 Noxa PPI	45	3	6	5	12	-8
HRas wt GTP	98	96	98	100	102	98
Mcl1 Bid PPI	-19	-11	-16	-7	12	-45
Pf gamet viab	nt	3	-3	-2	5	0
Rac1 mut GTP	99	95	98	97	101	99

[25] CCCCC(CCC(=O)Nc1nccs1)C(=O)O (stereo not given)
[26] O=c1cc(O)nc(-c2ccccc2)s1
[27] CCCCCCCCCOC(=O)C[n+]1csc(CCO)c1C
[28] COCCn1c(=O)[nH]c(=O)c2c1nc(-c1ccc(-c3ccc(Cl)cc3[N+](=O)[O-])o1)n2Cc1ccccc1
[29] CC(N=Cc1cccc(O)c1O)c1ccccc1 (stereo not given)
[30] COc1ccc(C(C)N2CC34C=CC(O3)C(C(=O)OCC(C)C)C4C2=O)cc1 (stereo not given)

Assay by compound	25	26	27	28	29	30
Avidin bead fluor	17	9	4	2	11	8
Rab2A wt mod	99	99	99	99	102	102
Rac1 wt modul	98	98	99	104	104	107
GSH bead fluor	12	15	37	4	23	23
Rab7 wt modul	100	99	98	99	99	103
Cdc42 wt GTP	99	96	100	99	98	105
Mcl1 Noxa PPI	17	8	5	47	52*	-12
HRas wt GTP	100	96	99	104	100	103
Mcl1 Bid PPI	-19	-20	3	-27	-10	9
Pf gamet viab	-5	13	nt	-11	nt	nt
Rac1 mut GTP	97	94	95	103	98	104

[31] CC1CC(C)CN(c2ncc3c(n2)CC(c2ccccc2Cl)CC3=O)C1 (stereo not given)
[32] COc1ccc(Cn2nnnc2C(c2ccccc2)N2CCN(C3CCCC3)CC2)cc1 (stereo not given)
[33] FC(F)(F)c1ccccc1NC(=S)N/N=C1\CC2CC=CC12 (stereo not given)
[34] O=C(N/N=C/c1cccn1-c1ccc([N+](=O)[O-])cc1)C(O)c1ccccc1 (stereo not given)
[35] CN(C)c1nc2n(c(=O)n1)CCO2
[36] Fc1ccccc1NC(=S)Nc1cccc2cnccc12

Assay by compound	31	32	33	34	35	36
Avidin bead fluor	11	27	11	11	9	23
Rab2A wt mod	100	99	95	99	102	95
Rac1 wt modul	104	106	99	102	104	96
GSH bead fluor	24	21	26	19	26	16
Rab7 wt modul	104	100	97	95	96	95
Cdc42 wt GTP	98	100	102	100	101	98
Mcl1 Noxa PPI	-11	16	-21	13	3	0
HRas wt GTP	100	99	98	97	101	98
Mcl1 Bid PPI	-14	-8	-38	-1	-18	-38
Pf gamet viab	nt	-12	-10	10	-5	nt
Rac1 mut GTP	98	101	96	99	98	94

[37] CC(C)N1C(=O)C2C(C(=O)NCc3ccccc3)C3C=CC2(O3)C1C(=O)NC(C)(C)C (stereo not given)
[38] C/C(=N/N1CCN(c2ccccn2)CC1)c1cccc([N+](=O)[O-])c1
[39] CCCCc1nc(SCC(=O)Nc2ccc(S(N)(=O)=O)cc2)n[nH]1
[40] O=[N+]([O-])c1cccc2ccc(/C=C/c3cccc(Br)c3)nc12
[41] CCOCCCN(C(=O)Cn1nnc2ccccc21)C(C(=O)NCc1ccco1)c1ccncc1 (stereo not given)
[42] CC(=O)NS(=O)(=O)c1ccc(NC(=O)CN2C(=O)C3C4C=CC(C4)C3C2=O)cc1 (stereo not given)

Assay by compound	37	38	39	40	41	42
Avidin bead fluor	21	14	13	12	7	2
Rab2A wt mod	102	100	95	102	99	95
Rac1 wt modul	101	101	92	106	100	102
GSH bead fluor	25	20	26	12	41	6
Rab7 wt modul	103	102	98	107	98	99
Cdc42 wt GTP	101	98	95	106	100	95
Mcl1 Noxa PPI	-15	-3	6	12	16	6
HRas wt GTP	103	102	97	102	99	97
Mcl1 Bid PPI	-18	-39	9	-1	-9	-32
Pf gamet viab	4	17	3	22	-11	10
Rac1 mut GTP	99	101	93	101	98	100

[43] CCN1C(=O)N/C(=C/c2ccc(C)o2)C1=O
[44] COc1ccc(S(=O)(=O)NC(C)(C)C)cc1-c1nnc2c3ccccc3c(C)nn12
[45] COCCN(Cc1cc2cc(C)c(C)cc2nc1Cl)C(=O)N1CCOCC1
[46] O=C(Nc1cccc(-c2nc3ncccc3o2)c1)c1ccco1
[47] COc1ccccc1N1C(=O)C2C3CC(c4ccccc4)C(C3)C2C1=O (stereo not given)
[48] C/C(Cl)=C/Cn1c(NCCCn2ccnc2)nc2c1c(=O)[nH]c(=O)n2C

Assay by compound	43	44	45	46	47	48
Avidin bead fluor	1	13	10	9	13	9
Rab2A wt mod	99	95	98	98	97	96
Rac1 wt modul	101	98	97	100	100	94
GSH bead fluor	9	32	22	60	4	25
Rab7 wt modul	96	99	104	99	94	94
Cdc42 wt GTP	97	97	98	99	98	99
Mcl1 Noxa PPI	25	9	10	10	-5	nt
HRas wt GTP	99	96	97	99	98	97
Mcl1 Bid PPI	-81	-16	-2	0	-1	-19
Pf gamet viab	-13	nt	-8	nt	-7	nt
Rac1 mut GTP	101	99	96	98	98	96

[49] CCN1C(=O)CC2(C[N+]3(C)CCC2CC3)C1=O (stereo not given)
[50] Cc1c(C(=O)NCCN2C(=O)S/C(=C\c3cccs3)C2=O)cccc1[N+](=O)[O-]
[51] COc1ccc(N(CC(=O)NCCSC2CCCCC2)S(C)(=O)=O)c(OC)c1
[52] O=C(C1CCN(S(=O)(=O)c2cccc3nsnc23)CC1)N1CCCc2ccccc21
[53] O=[N+]([O-])c1ccc(N2CCN(CCO)CC2)c2ncccc12
[54] COc1cccc(NS(=O)(=O)c2ccc(S(=O)(=O)N3CCOCC3)cc2)c1
[55] Cc1nnc2sc(-c3ccc(NC(=O)CSc4ccc(Cl)cc4)cc3)nn12
[56] O=C1CCN(S(=O)(=O)c2ccc(Cl)cc2)N1
[57] O=C(NN=C1CCCCCCCCCCC1)c1cccc(S(=O)(=O)N2CCOCC2)c1

Assay by compound	49	50	51	52	53	54	55	56	57
Avidin bead fluor	9	5	18	8	23	8	5	23	2
Rab2A wt mod	98	96	103	102	95	99	100	100	102
Rac1 wt modul	105	99	102	103	105	107	105	98	104
GSH bead fluor	32	10	11	28	14	5	23	16	5
Rab7 wt modul	97	98	105	99	96	102	100	100	97
Cdc42 wt GTP	102	99	102	104	101	103	100	101	98
Mcl1 Noxa PPI	-7	0	0	10	8	-3	-44	-8	13
HRas wt GTP	103	96	102	102	97	101	99	102	102
Mcl1 Bid PPI	-1	0	-41	2	-14	-5	5	-31	-2
Pf gamet viab	-8	4	nt	nt	4	28	nt	-19	21
Rac1 mut GTP	100	97	98	100	99	98	99	97	102
